Compound activity deposited in PubChem BioAssay by The Scripps Research Institute Molecular Screening Center.
MITF primary – inhibitors of human MITF; inhibition, % at 2.6 µM; 0.91% of 650,000 active; AlphaScreen MITF homodimerization, bead proximity signal; O75030; AID 1259374; in the data active = inhibition above about 50%;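 note: 0% = vehicle wells with protein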
Target sequence (O75030 whole entry, looked up): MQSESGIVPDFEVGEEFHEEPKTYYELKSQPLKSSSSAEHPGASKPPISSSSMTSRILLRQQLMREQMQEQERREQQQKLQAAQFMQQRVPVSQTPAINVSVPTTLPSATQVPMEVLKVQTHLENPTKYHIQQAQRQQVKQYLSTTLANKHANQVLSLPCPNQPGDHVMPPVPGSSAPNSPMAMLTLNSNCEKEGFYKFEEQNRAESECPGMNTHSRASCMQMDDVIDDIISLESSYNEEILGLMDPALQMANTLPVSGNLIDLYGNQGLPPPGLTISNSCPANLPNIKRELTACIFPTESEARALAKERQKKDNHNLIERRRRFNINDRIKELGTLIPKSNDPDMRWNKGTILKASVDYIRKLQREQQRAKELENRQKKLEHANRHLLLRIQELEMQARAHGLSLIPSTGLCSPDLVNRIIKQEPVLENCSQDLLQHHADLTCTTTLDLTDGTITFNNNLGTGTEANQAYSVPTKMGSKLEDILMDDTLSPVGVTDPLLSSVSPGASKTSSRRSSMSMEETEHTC
TEAD-YAP inh – TEAD-YAP interaction inhibition | AID 1259422 | inhibition, % at 9.12 µM | HEK-TIYL cells, TEAD-Gal4/YAP UAS-luciferase luminescence | 1.4% of 640,000 active; in the data active = inhibition above about 32%;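 note: 0% = median of test compound wells and 100% = reference inhibitor wells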
FBW7 act – activators of human E3 ligase FBW7; Q969H0; AlphaScreen FBW7–phospho-cyclin E peptide binding, activator screen; normalized activity (activation), % at 26.1 µM; 0.13% of 650,000 active; AID 1259310; in the data active = normalized activity above about 1.9%;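 note: purified mutant Fbw7 with reduced substrate affinity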
GPR151 activ – human GPR151 activation; Q8TDV0; PathHunter beta-arrestin GPR151 cells, luminescence; activation, % at 11.2 µM; 1% of 650,000 active; AID 1508602; in the data active = activation above about 4.9%;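 note: 0% = median of compound wells and 100% = cells with positive control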
Target sequence (Q8TDV0 whole entry, looked up): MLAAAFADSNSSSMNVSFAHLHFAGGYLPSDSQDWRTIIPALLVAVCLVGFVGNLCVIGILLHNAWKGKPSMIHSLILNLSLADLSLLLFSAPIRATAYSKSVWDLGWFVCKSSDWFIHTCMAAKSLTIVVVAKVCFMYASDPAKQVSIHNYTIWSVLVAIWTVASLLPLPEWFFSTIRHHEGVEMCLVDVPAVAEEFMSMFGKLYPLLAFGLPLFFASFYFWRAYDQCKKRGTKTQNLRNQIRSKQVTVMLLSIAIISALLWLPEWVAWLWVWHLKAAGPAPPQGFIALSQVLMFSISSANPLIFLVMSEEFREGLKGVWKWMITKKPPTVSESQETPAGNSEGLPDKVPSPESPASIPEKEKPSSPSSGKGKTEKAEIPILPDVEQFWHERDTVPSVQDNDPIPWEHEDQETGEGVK
* hit, by the source's call. Compounds were not picked by outcome; about 3.5% have a hit in one of these screens.

For Cc1cccc(N2CCN(C(=O)c3ccc4c(c3)NC(=O)C(CS(=O)(=O)Cc3ccccc3Cl)N4)CC2)c1C (stereo not given) the results were MITF primary 12, TEAD-YAP inh 9, FBW7 act 1.2 and GPR151 activ -0.3.
`COc1ccc(C2C(C(=O)OC3CCCCC3)=C(C)Nc3ncnn32)c(OC)c1` (stereo not given) gave MITF primary -32, TEAD-YAP inh 0, FBW7 act 0.0 and GPR151 activ -0.1.
CCN1CCN(C(=O)C2CC(c3ccc(F)cc3)=NO2)CC1 (stereo not given) was read as MITF primary 13, TEAD-YAP inh 1, FBW7 act 0.0 and GPR151 activ 0.0.
`N#Cc1cccc(NC(=O)c2cccc3ccccc23)c1` gave MITF primary 5, TEAD-YAP inh -5, FBW7 act 0.0 and GPR151 activ 1.9.
Screening CCOc1ccc(S(=O)(=O)Nc2ccc(OC)c(OC)c2)cc1 returned MITF primary 23, TEAD-YAP inh 57*, FBW7 act 0.8 and GPR151 activ 0.2.
`Cc1ncc(CN2CCCC(C(=O)Nc3cccc(-n4cnnn4)c3)C2)s1` (stereo not given) gave MITF primary -1, TEAD-YAP inh 6, FBW7 act -0.1 and GPR151 activ 0.9.
For CC1CCCCN1C(=O)CSc1nnc(-c2ccc3c(c2)OCO3)o1 (stereo not given) the results were MITF primary 3, TEAD-YAP inh -3, FBW7 act 0.1 and GPR151 activ 3.1.
`CCNc1cc(NCCOc2ccccc2)ncn1` gave MITF primary 13, TEAD-YAP inh -46, FBW7 act 0.7 and GPR151 activ -2.3.
COc1ccc(OC)c(N(CC(=O)NCCc2ccc(OC)c(OC)c2)S(=O)(=O)c2ccccc2)c1 was read as MITF primary -5, TEAD-YAP inh -1, FBW7 act 0.0 and GPR151 activ -0.7.
`CCOC(=O)N1CCN(C(c2ccccc2)c2sc3ncnn3c2O)CC1` (stereo not given) gave MITF primary 15, TEAD-YAP inh 6, FBW7 act 0.8 and GPR151 activ -0.6.
CCOc1ccc(C(=O)OCC(=O)Nc2cc(C)on2)cc1OCC was read as MITF primary -2, TEAD-YAP inh -3, FBW7 act -0.1 and GPR151 activ 0.1.
COc1cccc(-c2nnc(NC(=O)/C=C/c3ccccc3)s2)c1 was read as MITF primary 4, TEAD-YAP inh 0, FBW7 act 0.0 and GPR151 activ 1.4.
Screening COc1ccc(NC(=O)CS(=O)CC(=O)NC(C)CCc2ccco2)cc1 (stereo not given) returned MITF primary 10, TEAD-YAP inh -2, FBW7 act 0.0 and GPR151 activ -0.6.
For NS(=O)(=O)c1cccc(NC(=O)CN2CC(=O)Oc3ccccc32)c1 the results were MITF primary 6, TEAD-YAP inh -5, FBW7 act 0.0 and GPR151 activ -0.4.
Screening O=C(COc1cccc(C(F)(F)F)c1)NNC(=O)c1cnccn1 returned MITF primary 22, TEAD-YAP inh 5, FBW7 act -0.1 and GPR151 activ -0.9.
Screening CC1CCN(c2nc3c(c(=O)n(C)c(=O)n3C)n2Cc2ccccc2Cl)CC1 returned MITF primary -8, TEAD-YAP inh 2, FBW7 act 0.1 and GPR151 activ -0.7.
`CCCOc1ccc(NC(=O)CC2SCCNC2=O)cc1` (stereo not given) gave MITF primary 46, TEAD-YAP inh -9, FBW7 act 1.3 and GPR151 activ -5.2.
For c1ccc(Nc2ncnc3c2c(-c2ccccc2)cn3-c2ccccc2)cc1 the results were MITF primary 2, TEAD-YAP inh -9, FBW7 act -0.1 and GPR151 activ -0.1.
`Cc1nc2cc(-c3ccnc(Nc4cccc(C(=O)NC(C)C)c4)n3)ccc2c(=O)n1C1CC1` gave MITF primary 17, TEAD-YAP inh -13, FBW7 act -0.1 and GPR151 activ -1.5.
For O=C(Nc1ccc(Cl)cc1)c1cc(Br)ccc1OCC(=O)N1CCOCC1 the results were MITF primary 5, TEAD-YAP inh -1, FBW7 act -0.6 and GPR151 activ 2.1.
For O=C(N/N=C/c1ccc(O)c(O)c1)c1cc(-c2cccs2)[nH]n1 the results were MITF primary 44, TEAD-YAP inh -4, FBW7 act 0.0 and GPR151 activ -0.8.
For COc1ccc(-c2csc(CC#N)n2)cc1 the results were MITF primary 4, TEAD-YAP inh 3, FBW7 act 0.0 and GPR151 activ 3.5.
`C[C@@H]1NC(=O)[C@H]2CN(Cc3cnn(-c4ccccc4)c3)CCN2C1=O` gave MITF primary -4, TEAD-YAP inh -2, FBW7 act -0.3 and GPR151 activ 0.3.
Screening CCCCCOC(=O)C1=C(C)NC(=O)NC1c1cccc(F)c1 (stereo not given) returned MITF primary 8, TEAD-YAP inh 3, FBW7 act 0.0 and GPR151 activ 0.6.
`CCOC(=O)/C(C#N)=N\Nc1cc2c(cc1[N+](=O)[O-])OCCO2` gave MITF primary 3, TEAD-YAP inh -4, FBW7 act 0.2 and GPR151 activ 0.6.
Screening CCOC(=O)CONC(=Nc1ccc(C)cc1)c1nonc1N returned MITF primary -19, TEAD-YAP inh 0, FBW7 act 0.4 and GPR151 activ 0.4.
CC(C)n1cnc2c(NC3CC3)nc(Cl)nc21 was read as MITF primary 5, TEAD-YAP inh -8, FBW7 act -0.1 and GPR151 activ -0.8.
For CCSc1nnc(NC(=O)CSc2nn3c(=O)c(C)nnc3s2)s1 the results were MITF primary 2, TEAD-YAP inh 4, FBW7 act -0.3 and GPR151 activ -0.6.
For Cc1nc2c(C)cccn2c1C(=O)NC(C)c1ccccc1 (stereo not given) the results were MITF primary 13, TEAD-YAP inh 12, FBW7 act 0.3 and GPR151 activ -0.3.
CC1=CC2=NC(=O)/C(=C\c3ccc(Sc4ccc(C)cc4)o3)C(=N)N2O1 was read as MITF primary 9, TEAD-YAP inh 5, FBW7 act 0.1 and GPR151 activ -0.7.

Among those listed so far, 4 have a Cl atom:
For Cc1cccc(N2CCN(C(=O)c3ccc4c(c3)NC(=O)C(CS(=O)(=O)Cc3ccccc3Cl)N4)CC2)c1C (stereo not given) the results were MITF primary 12, TEAD-YAP inh 9, FBW7 act 1.2 and GPR151 activ -0.3.
Screening CC1CCN(c2nc3c(c(=O)n(C)c(=O)n3C)n2Cc2ccccc2Cl)CC1 returned MITF primary -8, TEAD-YAP inh 2, FBW7 act 0.1 and GPR151 activ -0.7.
For O=C(Nc1ccc(Cl)cc1)c1cc(Br)ccc1OCC(=O)N1CCOCC1 the results were MITF primary 5, TEAD-YAP inh -1, FBW7 act -0.6 and GPR151 activ 2.1.
CC(C)n1cnc2c(NC3CC3)nc(Cl)nc21 was read as MITF primary 5, TEAD-YAP inh -8, FBW7 act -0.1 and GPR151 activ -0.8.

Back to the main list, starting 3 compounds before the break.
For CCSc1nnc(NC(=O)CSc2nn3c(=O)c(C)nnc3s2)s1 the results were MITF primary 2, TEAD-YAP inh 4, FBW7 act -0.3 and GPR151 activ -0.6.
For Cc1nc2c(C)cccn2c1C(=O)NC(C)c1ccccc1 (stereo not given) the results were MITF primary 13, TEAD-YAP inh 12, FBW7 act 0.3 and GPR151 activ -0.3.
CC1=CC2=NC(=O)/C(=C\c3ccc(Sc4ccc(C)cc4)o3)C(=N)N2O1 was read as MITF primary 9, TEAD-YAP inh 5, FBW7 act 0.1 and GPR151 activ -0.7.
For COc1ccc2c(Cl)c(C(=O)N3CCc4ccccc43)sc2c1 the results were MITF primary 1, TEAD-YAP inh 7, FBW7 act 0.0 and GPR151 activ -1.1.
For Cc1ccc2c(c1)C(C)(c1ccccc1)CC(C)(C)N2C(=O)CSc1ncn[nH]1 (stereo not given) the results were MITF primary 4, TEAD-YAP inh 4, FBW7 act -0.1 and GPR151 activ 0.4.
`O=C(COC(=O)C1=COCCO1)Nc1ccccc1OC(F)F` gave MITF primary 10, TEAD-YAP inh -8, FBW7 act -0.1 and GPR151 activ -0.1.
Cc1ccc(-c2csc(/C(C#N)=C/c3ccccc3Cl)n2)cc1 was read as MITF primary -3, TEAD-YAP inh 14, FBW7 act 0.0 and GPR151 activ 1.4.
Screening Cc1[nH]n(-c2ccccc2)c(=O)c1/C=N/NC(=O)c1cccnc1 returned MITF primary 5, TEAD-YAP inh 3, FBW7 act -0.6 and GPR151 activ -0.5.
`CC(C)c1ccc(/C=C2/N=C(c3ccccc3)NC2=O)cc1` gave MITF primary -2, TEAD-YAP inh 9, FBW7 act 0.0 and GPR151 activ 0.3.
Cc1ccnc(SCC(=O)Nc2ccccc2Br)n1 was read as MITF primary 4, TEAD-YAP inh -12, FBW7 act -0.1 and GPR151 activ -0.6.
Screening COc1cccc(/C=N/NC(=O)c2cccc(NC(=O)c3ccc(F)cc3)c2)c1O returned MITF primary 9, TEAD-YAP inh 29, FBW7 act 0.1 and GPR151 activ 0.3.
For CCOC(=O)c1cc2sccc2n1CC(=O)OC the results were MITF primary 2, TEAD-YAP inh 7, FBW7 act 0.1 and GPR151 activ 1.4.
For COc1cc(-c2nc(N3CCCC(C)C3)c3ccccc3n2)cc(OC)c1OC (stereo not given) the results were MITF primary 8, TEAD-YAP inh 3, FBW7 act 0.0 and GPR151 activ 0.6.
Screening O=C(NCc1ccccc1)c1ccc(N2CC3CC(C2)c2cccc(=O)n2C3)c(NS(=O)(=O)c2ccc3c(c2)OCCO3)c1 (stereo not given) returned MITF primary 4, TEAD-YAP inh 5, FBW7 act -0.2 and GPR151 activ 0.6.
For COc1ccc(C2C(C(C)=O)=C(C)Nc3ncnn32)cc1OC (stereo not given) the results were MITF primary 6, TEAD-YAP inh 1, FBW7 act 0.0 and GPR151 activ 2.0.
`CC(C)CN(C)C(=O)CC1(c2cccc(F)c2)CC(=O)N(C)C1=O` (stereo not given) gave MITF primary 0, TEAD-YAP inh -1, FBW7 act -0.2 and GPR151 activ -0.7.
Screening Cn1cccc1C(=S)NC(=O)Nc1ccccc1Cl returned MITF primary -1, TEAD-YAP inh -23, FBW7 act -0.5 and GPR151 activ 1.8.
For CC(C)N1CCC(O)(c2ccc3oc(C(=O)N(C)CCc4ccccn4)cc3c2)CC1 the results were MITF primary 10, TEAD-YAP inh -2, FBW7 act -0.1 and GPR151 activ 0.1.
For CSc1ccc(S(=O)(=O)Nc2ccc(Br)cc2F)cc1 the results were MITF primary 1, TEAD-YAP inh -1, FBW7 act -0.2 and GPR151 activ -1.6.
`CCOC(=O)C1CCN(C(=O)c2ccc(Cl)cc2)CC1` gave MITF primary 2, TEAD-YAP inh -1, FBW7 act -0.2 and GPR151 activ 0.6.
Cc1ccc2nc(SCc3cn4cccnc4n3)[nH]c2c1 was read as MITF primary 4, TEAD-YAP inh -7, FBW7 act 0.1 and GPR151 activ -0.1.
For Cc1noc(C)c1Sc1ccccc1[N+](=O)[O-] the results were MITF primary 2, TEAD-YAP inh -1, FBW7 act -0.1 and GPR151 activ 0.6.
Screening C=CC1OCC2(CO1)C(C)C=C(C)CC2C (stereo not given) returned MITF primary 6, TEAD-YAP inh 3, FBW7 act 0.0 and GPR151 activ 2.6.
`COc1ccccc1/C=C/C(=O)OCC(=O)NC(=O)C(C)C` gave MITF primary -9, TEAD-YAP inh -13, FBW7 act -0.3 and GPR151 activ 0.5.
`CN(CC(=O)Nc1cccc(F)c1)CC(=O)Nc1cccc([N+](=O)[O-])c1` gave MITF primary 9, TEAD-YAP inh 3, FBW7 act 0.0 and GPR151 activ 1.3.
For OCCC1CCCCN1Cc1nc(N2CCOCC2)c2ccc(Cl)cc2n1 (stereo not given) the results were MITF primary 6, TEAD-YAP inh 3, FBW7 act -0.1 and GPR151 activ -0.5.
Screening COc1ccc(-c2nc(-c3cc4c(ccc5ccccc54)oc3=O)cs2)cc1 returned MITF primary 3, TEAD-YAP inh -7, FBW7 act 0.0 and GPR151 activ 1.9.
Screening O=C1NC(=O)C(=Cc2cn(-c3ccccc3)nc2-c2ccc3c(c2)OCCO3)C(=O)N1 returned MITF primary 1, TEAD-YAP inh -35, FBW7 act 0.4 and GPR151 activ -1.2.
COc1ccc(Cl)cc1C(=O)Nc1ccc(Cl)cc1C(=O)O was read as MITF primary 1, TEAD-YAP inh 17, FBW7 act -0.1 and GPR151 activ 0.4.
O=C(O)COc1ccccc1/C=N/NC(=O)c1cc2ccccc2cc1O was read as MITF primary -10, TEAD-YAP inh 7, FBW7 act -0.2 and GPR151 activ -0.9.
CC(=O)Nc1ccccc1NC(=O)C/C(C)=N/NC(=O)C(=O)NC1CCCCC1 was read as MITF primary 7, TEAD-YAP inh 5, FBW7 act -0.1 and GPR151 activ -0.5.
For COc1ccc(C2CC(c3c(-c4ccccc4)c4cc(Br)ccc4[nH]c3=O)=NN2C(=O)c2cccc(Cl)c2)cc1 (stereo not given) the results were MITF primary 17, TEAD-YAP inh 13, FBW7 act 0.1 and GPR151 activ -0.3.
`CC1CCN(C(=O)Cc2noc3ccccc23)CC1` gave MITF primary 7, TEAD-YAP inh -27, FBW7 act 0.2 and GPR151 activ 4.3.
CCCCSc1nnc(C)n1-c1cccc(OC)c1 was read as MITF primary 6, TEAD-YAP inh 8, FBW7 act 0.0 and GPR151 activ 0.7.
`CC(=O)OC[C@H]1O[C@@H](O/N=C/C[C@@H]2C=C[C@H](OC(C)=O)[C@@H](COC(C)=O)O2)[C@H](OC(C)=O)[C@@H](OC(C)=O)[C@@H]1OC(C)=O` gave MITF primary -6, FBW7 act -0.1 and GPR151 activ 0.0.
